High-throughput results (PubChem BioAssay)
RGS4 pot = RGS4 potentiation or activation; HEK293 M3R/inducible RGS4, carbachol calcium flux Fluo4; hits give low values; B-score at 10 µM; 310,000 tested, 0.92% active;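 active = B-score of the integrated calcium signal more than 4 SD below the library mean, with starting fluorescence not abnormally high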;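 also: negative B-score means reduced calcium response which marks RGS4 activation or potentiation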
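Reagent: ECmax carbachol challenge; Test system: M3R-expressing HEK293 line, RGS4 induced by doxycycline; Schedule: overnight RGS4 induction, 30 min dye load 37 °C, 20 min compound RT; Detection: calcium dye Fluo4 fluorescence; Read-out: Agonist-evoked peak-minus-minimum fluorescence over baseline, integrated ratio, B score.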
HIF activator = HIF pathway transcriptional activation | U2OS HRE-luciferase reporter, luminescence; normalized: DMSO 0%, desferrioxamine 100% | activation, % at 7.5 µM (by protocol) | 300,000 tested, 0.32% active | AID 1910;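 active = mean activation of at least 10% of the iron chelator positive control signal, with at least half of replicates also reaching 10%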
TRPC4 block = inhibitors of mouse TRPC4 channel. Q9QUQ5. HEK293 TRPC4beta/mu-opioid, DAMGO-evoked Fluo4 calcium flux; hits give low values. B-score at 10 µM. 300,000 tested, 0.39% active. AID 2247;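 active = B-score over 3 SD under the library average, no early fluorescence shift, positive overall ratio signal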
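Test system – stable TRPC4beta/mu-opioid receptor HEK293 cells · Probe or stimulus – DAMGO, a submaximal dose followed by a maximal one · Dosing – one concentration per compound · Signal – Fluo4 calcium fluorescence by kinetic imaging, 5 s 1 Hz baseline · Evaluation – per-well B score of integrated baseline-normalized Fluo4 ratio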
Platelet DG rel = platelet dense granule release activity | human platelet-rich plasma, SFLLRN dense granule ATP release, luminescence | inhibition, %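 (compounds screened at 7.5 µM in platelet-rich plasma)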 | 300,000 tested, 0.22% active | AID 1663;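 active = mean replicate score, as percent of positive control, at or above 50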
MrgX1 PAM = allosterically activates human MrgX1 receptor signaling. Q96LB2. MrgX1-HEK293, Fluo-4 calcium flux, FDSS; hits give high values. B-score at 10 µM. 310,000 tested, 0.63% active;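 active = plate-corrected calcium response at least 3 library SD above typical, normal starting fluorescence, not activating the receptor alone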;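 also: compound read alongside a low EC10 to EC30 dose of BAM8-22 agonist; peak minus trough fluorescence over baseline measured at the second addition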
Target sequence (Q96LB2 whole entry, looked up): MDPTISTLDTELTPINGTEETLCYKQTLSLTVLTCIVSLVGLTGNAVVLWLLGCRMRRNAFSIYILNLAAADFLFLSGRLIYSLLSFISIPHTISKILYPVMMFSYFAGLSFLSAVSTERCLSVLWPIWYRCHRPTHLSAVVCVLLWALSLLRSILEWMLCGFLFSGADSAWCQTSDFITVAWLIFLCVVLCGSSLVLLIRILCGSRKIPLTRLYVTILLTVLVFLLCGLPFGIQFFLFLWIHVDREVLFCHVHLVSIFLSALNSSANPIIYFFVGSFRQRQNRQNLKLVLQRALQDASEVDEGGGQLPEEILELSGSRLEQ
MrgX1 antag = human MrgX1 receptor antagonism, primary screen; 310,000 tested, 1.3% active; MRGX1-HEK293 calcium flux, Fluo-4, BAM8-22 antagonism; hits give low values; B-score at 10 µM; Q96LB2;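 active = calcium-response B-score plate-corrected more than 3 library SD below zero, starting fluorescence within 5 deviations, no agonist response on first addition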;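 also: peak minus trough fluorescence over baseline after final BAM8-22 challenge near maximal dose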
MrgX1 agonist = activates human MrgX1 receptor signaling. Q96LB2. MrgX1-HEK293 cells, Fluo-4 calcium fluorescence, agonist mode; hits give high values. B-score at 10 µM. 310,000 tested, 0.44% active;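 active = calcium response B-score plate-corrected fluorescence ratio at least 3 library SD, with starting fluorescence B-score inside 5 SD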
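Assay system: stable human MrgX1 HEK293 cell line. Quantity: 15,000 cells per well. Schedule: cells plated overnight, dye loaded 0.5 h 37 °C, 0.5 h room temperature. Detection: Fluo-4 NW calcium-flux fluorescence, kinetic read. Read-out basis: peak-minus-minimum fluorescence over baseline, converted to B scores. Control set: positive and negative control wells on each plate.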
TRPC6 activator = activators of mouse TRPC6 channel; Q61143; HEK293-TRPC6 membrane potential dye fluorescence; hits give high values; B-score at 10 µM; 310,000 tested, 0.13% active; AID 2550;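 active = B-score of the integrated fluorescence ratio above library mean plus 3 SD, and starting fluorescence ratio within library mean plus 5 SD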;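 also: higher score means more depolarization so channel activation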
SKKanGAS inh = inhibitors of SKKanGAS S. pyogenes growth in kanamycin (SK-promoter or general growth effect) | BacTiter-Glo, 6 h | inhibition, % at 7.5 µM | 300,000 tested, 1.3% active;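 active = mean replicate score, as percent of positive control median, at least 50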;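 also: strain carries kanamycin resistance gene driven by streptokinase promoter and grows in 40 µg/ml kanamycin; loss of luminescence reflects streptokinase promoter inhibition or plain growth inhibition; 0% = median of DMSO wells and 100% = positive control at its reference dose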
RGS4 block = human RGS4 inhibition | P49798 | 310,000 tested, 0.45% active | HEK293 M3R/RGS4 inducible, Fluo-4 calcium flux; hits give high values; triggered by carbachol at its EC20 | AID 463165 | B-score at 10 µM;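 active = B-score, a plate-corrected calcium signal, over three deviations above library mean, with baseline fluorescence within five deviations of library mean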;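 also: RGS4 expression induced by doxycycline in cells with stable M3 receptor; B-score is computed from the integrated fluorescence ratio over baseline after carbachol; higher B-score means a larger calcium signal and so more RGS4 inhibition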
Target sequence (P49798 whole entry, looked up): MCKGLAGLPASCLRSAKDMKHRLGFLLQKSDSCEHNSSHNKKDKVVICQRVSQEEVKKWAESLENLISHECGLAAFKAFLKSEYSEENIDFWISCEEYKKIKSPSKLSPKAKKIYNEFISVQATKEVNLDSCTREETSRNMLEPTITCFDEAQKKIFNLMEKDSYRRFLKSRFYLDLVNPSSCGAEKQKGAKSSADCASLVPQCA
TRPC6 inh = inhibitors of mouse TRPC6 channel. Q61143. HEK293-TRPC6, membrane potential dye, ACh-evoked depolarization; hits give low values. B-score at 10 µM. 310,000 tested, 1.1% active. AID 2553;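 active = B-score under library mean minus 3 SD, initial fluorescence not abnormally high, positive integrated signal ratio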;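 also: B-score derived from integrated fluorescence ratio over the kinetic read; more negative B-score means stronger inhibition of depolarization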
An asterisk follows results filed as active.

Screening O=C(NCc1ccccc1)C(c1ccc(O)cc1)N(C(=O)c1cnccn1)c1ccccc1 (centres undefined) returned RGS4 pot inactive, HIF activator 0.1, TRPC4 block inactive, Platelet DG rel -4.5, MrgX1 PAM inactive, MrgX1 antag inactive, MrgX1 agonist inactive, TRPC6 activator inactive, SKKanGAS inh -4.6, RGS4 block inactive and TRPC6 inh inactive.
CC(C)Cn1cc(C(=O)NCC2CCCO2)c2c3ccccc3n(C)c2c1=O (centres undefined) was read as RGS4 pot inactive, HIF activator -0.5, TRPC4 block inactive, Platelet DG rel 4.8, MrgX1 PAM inactive, MrgX1 antag inactive, MrgX1 agonist inactive, TRPC6 activator inactive, SKKanGAS inh 4.5, RGS4 block inactive and TRPC6 inh inactive.
Screening COc1cc(CNn2c(C)n[nH]c2=S)cc(Br)c1OCC(=O)NC(C)(C)C returned RGS4 pot inactive, HIF activator -0.7, TRPC4 block inactive, Platelet DG rel -4.0, MrgX1 PAM inactive, MrgX1 antag inactive, MrgX1 agonist inactive, TRPC6 activator inactive, SKKanGAS inh 0.5, RGS4 block inactive and TRPC6 inh inactive.
Screening C/C(=N\NC(=O)c1cccc(F)c1)c1cccc(NC(=O)c2ccc(F)cc2)c1 returned RGS4 pot inactive, HIF activator 1.9, TRPC4 block inactive, Platelet DG rel 0.8, MrgX1 PAM inactive, MrgX1 antag inactive, MrgX1 agonist inactive, TRPC6 activator inactive, SKKanGAS inh -2.2, RGS4 block inactive and TRPC6 inh inactive.
`N#CC(C(N)=O)=C1CCCCC1` gave RGS4 pot inactive, HIF activator -13.4, TRPC4 block inactive, Platelet DG rel -1.4, MrgX1 PAM inactive, MrgX1 antag inactive, MrgX1 agonist inactive, TRPC6 activator inactive, SKKanGAS inh 0.2, RGS4 block inactive and TRPC6 inh inactive.
For COc1cc(-c2cn(S(=O)(=O)c3cccc4nsnc34)nc2N)cc(OC)c1OC the results were RGS4 pot inactive, HIF activator 0.1, TRPC4 block inactive, Platelet DG rel -12.3, MrgX1 PAM inactive, MrgX1 antag inactive, MrgX1 agonist inactive, TRPC6 activator inactive, SKKanGAS inh 24.5, RGS4 block inactive and TRPC6 inh inactive.
Screening COc1ccc(/C=N/Nc2cc(=O)n(C)c(=O)n2C)cc1OC returned RGS4 pot inactive, HIF activator -0.6, TRPC4 block inactive, Platelet DG rel -1.8, MrgX1 PAM inactive, MrgX1 antag inactive, MrgX1 agonist inactive, TRPC6 activator inactive, SKKanGAS inh 1.5, RGS4 block inactive and TRPC6 inh inactive.
`Cc1cc(C(=O)Nn2cnc3ccccc3c2=O)ccc1[N+](=O)[O-]` gave RGS4 pot inactive, HIF activator -0.4, TRPC4 block inactive, Platelet DG rel -0.1, MrgX1 PAM inactive, MrgX1 antag inactive, MrgX1 agonist inactive, TRPC6 activator inactive, SKKanGAS inh 2.3, RGS4 block inactive and TRPC6 inh inactive.
Screening Cc1ccc[n+](C2C(c3ccc([N+](=O)[O-])cc3)C(C#N)=C([S-])NC2(O)C2CC2)c1 (centres undefined) returned RGS4 pot inactive, HIF activator 0.1, TRPC4 block inactive, Platelet DG rel -7.7, MrgX1 PAM inactive, MrgX1 antag inactive, MrgX1 agonist inactive, TRPC6 activator inactive, SKKanGAS inh 9.9, RGS4 block inactive and TRPC6 inh inactive.
Screening OC1C=CSc2nc3ccccc3n21 (centres undefined) returned RGS4 pot inactive, HIF activator -0.2, TRPC4 block inactive, Platelet DG rel -6.3, MrgX1 PAM inactive, MrgX1 antag inactive, MrgX1 agonist inactive, TRPC6 activator inactive, SKKanGAS inh 1.2, RGS4 block inactive and TRPC6 inh inactive.
Cc1ccc2c(c1)nc(NCCO)n2C was read as RGS4 pot inactive, HIF activator -23.3, TRPC4 block inactive, Platelet DG rel -2.8, MrgX1 PAM inactive, MrgX1 antag inactive, MrgX1 agonist inactive, TRPC6 activator inactive, SKKanGAS inh 3.8, RGS4 block inactive and TRPC6 inh inactive.
Screening COc1cc(-c2c(C#N)c(N)nc3c2c(C)nn3-c2ccc(C)c(C)c2)cc(OC)c1OC returned RGS4 pot inactive, HIF activator -0.7, TRPC4 block inactive, Platelet DG rel -0.9, MrgX1 PAM inactive, MrgX1 antag inactive, MrgX1 agonist inactive, TRPC6 activator inactive, SKKanGAS inh 50.2*, RGS4 block inactive and TRPC6 inh inactive.
C=C(C)CN(CC)C(=O)CCc1nnc(CCCc2ccccc2)o1 was read as RGS4 pot inactive, HIF activator 2.7, TRPC4 block inactive, Platelet DG rel -0.8, MrgX1 PAM inactive, MrgX1 antag inactive, MrgX1 agonist inactive, TRPC6 activator inactive, SKKanGAS inh -4.7, RGS4 block inactive and TRPC6 inh inactive.
`Cc1ccc(C)c(OCCC(=O)OCC(=O)N2CCN(S(=O)(=O)c3ccc(Cl)cc3)CC2)c1` gave RGS4 pot inactive, HIF activator -0.5, TRPC4 block inactive, Platelet DG rel -2.5, MrgX1 PAM inactive, MrgX1 antag inactive, MrgX1 agonist inactive, TRPC6 activator inactive, SKKanGAS inh 2.0, RGS4 block inactive and TRPC6 inh inactive.
`CC(C)NC(=O)CSc1nc2[nH]ncc2c(=O)[nH]1` gave RGS4 pot inactive, HIF activator 0.0, TRPC4 block inactive, Platelet DG rel 3.9, MrgX1 PAM inactive, MrgX1 antag inactive, MrgX1 agonist inactive, TRPC6 activator inactive, SKKanGAS inh -1.3, RGS4 block inactive and TRPC6 inh inactive.
For Cc1ccc(C(=O)O)cc1NS(=O)(=O)c1ccc2c(c1)oc(=O)n2C the results were RGS4 pot inactive, HIF activator 1.1, TRPC4 block inactive, Platelet DG rel 4.2, MrgX1 PAM inactive, MrgX1 antag inactive, MrgX1 agonist inactive, TRPC6 activator inactive, SKKanGAS inh -3.7, RGS4 block inactive and TRPC6 inh inactive.
Screening O=C(Nc1ccc(F)cc1)c1cc(-c2ccccc2)no1 returned RGS4 pot inactive, HIF activator 0.6, TRPC4 block inactive, Platelet DG rel 3.7, MrgX1 PAM inactive, MrgX1 antag inactive, MrgX1 agonist inactive, TRPC6 activator inactive, SKKanGAS inh -8.1, RGS4 block inactive and TRPC6 inh inactive.
`Cn1c(SCC(=O)OC2CCCCC2)nnc1-c1ccc(S(=O)(=O)N2CCCC2)cc1` gave RGS4 pot inactive, HIF activator -0.3, TRPC4 block inactive, Platelet DG rel -1.9, MrgX1 PAM inactive, MrgX1 antag inactive, MrgX1 agonist inactive, TRPC6 activator inactive, SKKanGAS inh 10.7, RGS4 block inactive and TRPC6 inh inactive.
`Cc1ccc(S(C)(=O)=NC(=O)c2cc(C)on2)cc1` (centres undefined) gave RGS4 pot inactive, HIF activator -0.5, TRPC4 block inactive, Platelet DG rel -1.4, MrgX1 PAM inactive, MrgX1 antag inactive, MrgX1 agonist inactive, TRPC6 activator inactive, SKKanGAS inh 12.0, RGS4 block inactive and TRPC6 inh inactive.
`Cc1ccc(-n2ncc3c(=O)n(CC(=O)N4CCN(c5ccccc5F)CC4)cnc32)cc1C` gave RGS4 pot inactive, HIF activator 0.3, TRPC4 block inactive, Platelet DG rel -70.0, MrgX1 PAM inactive, MrgX1 antag inactive, MrgX1 agonist inactive, TRPC6 activator inactive, SKKanGAS inh 4.0, RGS4 block inactive and TRPC6 inh inactive.
Screening CC(=O)N1CCN(CC(=O)Nc2ccccc2Sc2ccccc2)CC1 returned RGS4 pot inactive, HIF activator -0.1, TRPC4 block inactive, Platelet DG rel 14.6, MrgX1 PAM inactive, MrgX1 antag inactive, MrgX1 agonist inactive, TRPC6 activator inactive, SKKanGAS inh -3.3, RGS4 block inactive and TRPC6 inh inactive.
`CCOc1ccc(CC(=O)NCC(=O)NCc2cc(=O)n(C)c(=O)n2C)cc1` gave RGS4 pot inactive, HIF activator -0.1, TRPC4 block inactive, Platelet DG rel -1.1, MrgX1 PAM inactive, MrgX1 antag inactive, MrgX1 agonist inactive, TRPC6 activator inactive, SKKanGAS inh -2.6, RGS4 block inactive and TRPC6 inh inactive.
O=C(NCCCn1ccnc1)C1CCCN(S(=O)(=O)c2ccc(F)cc2)C1 (centres undefined) was read as RGS4 pot inactive, HIF activator -25.1, TRPC4 block inactive, Platelet DG rel 0.1, MrgX1 PAM inactive, MrgX1 antag inactive, MrgX1 agonist inactive, TRPC6 activator inactive, SKKanGAS inh 0.2, RGS4 block inactive and TRPC6 inh inactive.
COc1cccc(NC(=O)c2c(C)nn(-c3ccccc3)c2Cl)c1 was read as RGS4 pot inactive, HIF activator 3.2, TRPC4 block inactive, Platelet DG rel -0.2, MrgX1 PAM inactive, MrgX1 antag inactive, MrgX1 agonist inactive, TRPC6 activator inactive, SKKanGAS inh -0.9, RGS4 block inactive and TRPC6 inh inactive.
COc1ccc(CCNC(=O)C(=O)NCCC2CCCCN2S(=O)(=O)c2ccccc2)cc1 (centres undefined) was read as RGS4 pot inactive, HIF activator -0.3, TRPC4 block inactive, Platelet DG rel -5.1, MrgX1 PAM inactive, MrgX1 antag inactive, MrgX1 agonist inactive, TRPC6 activator inactive, SKKanGAS inh -8.6, RGS4 block inactive and TRPC6 inh inactive.
Screening Cc1ccc(C(=O)COC(=O)CN2C(=O)C3C4CC(C(Br)C4Br)C3C2=O)cc1 (centres undefined) returned RGS4 pot inactive, HIF activator -0.4, TRPC4 block inactive, Platelet DG rel 8.6, MrgX1 PAM inactive, MrgX1 antag inactive, MrgX1 agonist inactive, TRPC6 activator inactive, SKKanGAS inh -2.0, RGS4 block inactive and TRPC6 inh inactive.
CCOC(=O)NC1=NCC(C)S1 (centres undefined) was read as RGS4 pot inactive, HIF activator 0.2, TRPC4 block inactive, Platelet DG rel 6.0, MrgX1 PAM inactive, MrgX1 antag inactive, MrgX1 agonist inactive, TRPC6 activator inactive, SKKanGAS inh 4.7, RGS4 block inactive and TRPC6 inh inactive.
`Cc1nc2ccccc2n1CCOc1ccc([N+](=O)[O-])cc1` gave RGS4 pot inactive, HIF activator -1.4, TRPC4 block inactive, Platelet DG rel 10.8, MrgX1 PAM inactive, MrgX1 antag inactive, MrgX1 agonist inactive, TRPC6 activator inactive, SKKanGAS inh -7.9, RGS4 block inactive and TRPC6 inh inactive.
For NC(=O)c1nn(-c2ccccc2)nc1NC(=O)CSc1nnnn1-c1ccc(Cl)cc1 the results were RGS4 pot inactive, HIF activator -0.6, TRPC4 block inactive, Platelet DG rel -1.0, MrgX1 PAM inactive, MrgX1 antag inactive, MrgX1 agonist inactive, TRPC6 activator inactive, SKKanGAS inh 13.0, RGS4 block inactive and TRPC6 inh inactive.
